# Screening results deposited in PubChem by several laboratories.
# FAS-TE inh = FAS thioesterase (human) inhibition. recombinant FAS-TE, OMFH fluorogenic substrate, fluorescence endpoint. inhibition, % at 15 µM. actives 0.67% (n = 360,000);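 active = compounds whose normalised, plate-corrected inhibition of enzyme fluorescence in the single-dose primary screen is 50% or more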;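 note: 0% = DMSO with enzyme and 100% = substrate without enzyme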
# PABP1 MLLE inh = blocks PAM2 peptide binding to the PABP1 MLLE domain | AID 588489 | GST-MLLE / FITC-PAM2 fluorescence polarization | actives 0.36% (n = 360,000) | P11940 | inhibition, % at 20 µM; in the data active = inhibition above about 35%, passing the limit was not always enough;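 note: plate controls were DMSO wells with GST-MLLE for no effect and wells lacking GST-MLLE protein for full effect; some results filed as inactive read as strong as hits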
# Target sequence (P11940 whole entry, looked up, the tested form may be a part): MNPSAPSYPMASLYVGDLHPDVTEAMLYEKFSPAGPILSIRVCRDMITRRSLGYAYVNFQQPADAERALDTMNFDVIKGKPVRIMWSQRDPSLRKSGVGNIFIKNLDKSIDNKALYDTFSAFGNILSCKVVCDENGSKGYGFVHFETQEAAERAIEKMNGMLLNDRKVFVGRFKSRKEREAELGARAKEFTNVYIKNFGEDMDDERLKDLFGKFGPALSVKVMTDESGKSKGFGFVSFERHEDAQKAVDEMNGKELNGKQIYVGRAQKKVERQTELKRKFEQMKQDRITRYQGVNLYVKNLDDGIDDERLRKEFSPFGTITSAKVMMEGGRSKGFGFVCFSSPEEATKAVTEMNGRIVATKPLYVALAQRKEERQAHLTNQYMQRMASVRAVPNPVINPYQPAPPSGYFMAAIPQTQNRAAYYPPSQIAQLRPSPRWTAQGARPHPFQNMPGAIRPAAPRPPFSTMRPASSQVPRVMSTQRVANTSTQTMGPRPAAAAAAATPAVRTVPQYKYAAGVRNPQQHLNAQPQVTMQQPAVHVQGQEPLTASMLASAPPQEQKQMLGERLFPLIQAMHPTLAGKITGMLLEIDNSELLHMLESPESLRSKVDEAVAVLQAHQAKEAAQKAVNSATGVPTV
# MsrA inh = inhibits bovine methionine sulfoxide reductase A; purified bovine MsrA, absorbance read-out; AID 651718; actives 0.75% (n = 360,000); inhibition, % at 15.5 µM; in the data active = inhibition above about 4.5%;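 note: 0% = vehicle wells with enzyme and 100% = reference inhibitor wells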
# MsrA act = bovine methionine sulfoxide reductase A activation; actives 0.3% (n = 360,000); activation, % at 10.6 µM; purified bovine MsrA, absorbance read-out; AID 602163; in the data active = activation above about 7.5%;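 note: 0% = vehicle and 100% = reference activator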
# Rpn11 inh = Rpn11 (human) deubiquitinase inhibition; O00487; actives 0.59% (n = 360,000); calls only at 20 µM; human 26S proteasome, Ub4-pepOG fluorescence polarization; 20S core pre-blocked with epoxomicin;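 active = inhibition at 20 µM, scaled to each plate's controls, above about 33%, limit read from the data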
# Target sequence (O00487 whole entry, looked up): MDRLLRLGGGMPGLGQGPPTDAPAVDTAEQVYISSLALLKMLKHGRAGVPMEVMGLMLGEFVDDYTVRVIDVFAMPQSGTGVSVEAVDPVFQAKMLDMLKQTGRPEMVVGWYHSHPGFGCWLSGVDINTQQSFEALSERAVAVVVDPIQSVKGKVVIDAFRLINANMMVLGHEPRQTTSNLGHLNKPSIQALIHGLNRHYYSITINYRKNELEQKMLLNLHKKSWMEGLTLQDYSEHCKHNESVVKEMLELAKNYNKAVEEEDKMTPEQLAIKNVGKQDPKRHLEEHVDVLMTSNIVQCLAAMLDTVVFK
# MT1-MMP act inh = MT1-MMP (human) activation inhibition | P50281 | HT1080 RFP-PRO-GFP cells, GFP/RFP ratio fluorescence, overnight; percent of plate control window, DMSO zero | GFP/RFP ratio change, % at 20 µM | actives 0.061% (n = 360,000);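 active = GFP/RFP ratio change of at least 30% with cell ATP level not reduced by more than half and red fluorescence within 50% of control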; note: strong numbers were not always called active
#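 Assay system: RFP-PRO-GFP reporter HT1080 cells; read-out basis: GFP/RFP fluorescence ratio; benchmarks: DMSO wells and RFP-L50D-GFP cells; doses: 20 µM single dose, 1% DMSO; schedule: overnight cell settling, then overnight compound exposure, 37 °C, 5% CO2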
# E coli Lon inh = E. coli protease La inhibition | P0A9M0 | purified E. coli Lon protease, fluorescence polarization | inhibition, % at 7.94 µM | actives 0.42% (n = 360,000) | AID 602123; in the data active = inhibition above about 13%, passing the limit was not always enough;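 note: 0% = enzyme with probe and DMSO and 100% = no enzyme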
# CSN inh = CSN deneddylation inhibition. Q92905. Purified CSN, SCF-Nedd8-OG deneddylation, fluorescence polarization. inhibition, % at 12.5 µM. actives 0.38% (n = 360,000). AID 651999;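 active = pattern-corrected inhibition above about 35%, with an unprinted fluorescence ratio check between 0.5 and 1.5, limit read from the data, passing the limit was not always enough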;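 note: 0% = enzyme with substrate and 100% = substrate without enzyme; some results filed as inactive read as strong as hits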
#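 Detection – fluorescence polarization · System – HEK293T-derived human Csn5 enzyme · Controls – substrate-only high control, full reaction low control · Timing – 90 min, room temperature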
# Rin1 Abl inh = inhibitors of human Rin1-Abl protein interaction; P00519+Q13671; inhibition, % at 7.35 µM; TR-FRET Rin1/Abl binding, biochemical; actives 0.4% (n = 360,000); in the data active = inhibition above about 5%, passing the limit was not always enough
# An asterisk follows results filed as active; i = inactive; nt = no result given; & = joins results of further samples.
structure | FAS-TE inh | PABP1 MLLE inh | MsrA inh | MsrA act | Rpn11 inh | MT1-MMP act inh | E coli Lon inh | CSN inh | Rin1 Abl inh
Cc1cc(Oc2nc3ccccn3c(=O)c2/C=C(\C#N)C(=O)NC2CCS(=O)(=O)C2)ccc1Cl (stereo not given) | 2 | -2 | -0.2 | -1 | i | 0 | -12 | 3 | 3
CCCCCCc1cc2cc(C(=O)OCC)c(=O)oc2cc1O | -25 | 1 | 0.8 | -10 | i | -11 | -11 | 3 | -3
COc1cc(Br)cc(/C=N/N(CCO)C2=NS(=O)(=O)c3ccccc32)c1OC | -1 | -5 | 2.2 | -5 | i | 4 | -5 | -1 | 2
CCc1nc2c(OCc3ccc(F)c(F)c3)cccn2c1N(C)C(=O)c1cccs1 | 5 | 5 | -0.8 | -5 | i | -3 | 4 | -3 | 1
CN(C)/C=C(\C(=O)c1ccc(F)cc1F)c1nnnn1-c1ccccc1 | -11 | 15 | 0.9 | -3 | i | 0 | 17 | -8 | -2
Cc1cc(C(=O)N/N=C/c2cccc(OC(=O)c3ccco3)c2)n[nH]1 | 0 | 7 | -0.1 | -5 | i | -5 | -12 | 4 | -2
N#C/C(=N/Nc1ccccc1[N+](=O)[O-])C(N)=S | 0 | 34 | 2.5 | -5 | i | 13 | -8 | 1 | -3
Cc1ccc(C)c(N(C(=O)c2csnn2)C(C(=O)NC2CCCCC2)c2cccnc2)c1 (stereo not given) | -3 | 3 | -0.8 | 1 | i | -3 | -5 | 3 | 2
COc1ccc2c(CC(=O)Nc3nnc(C4CC4)s3)coc2c1 | -9 | -23 | -0.3 | -6 | i | -3 | -9 | 4 | 1
CCc1nnc(NC(=O)CSc2nnc(COc3ccccc3C)o2)s1 | -6 | -36 | 1.6 | -3 | i | -3 | 3 | -2 | 5
CCOc1ccc(S(=O)(=O)NCC(=O)NC2CCCCC2)cc1 | -6 | -5 | -1.2 | 1 | i | -4 | 9 | -1 | 1
COc1ccc(C)cc1NC(=S)N1CCN(c2ncccn2)CC1 | 0 | -65 | -1.2 | -7 | i | 3 | 8 | 1 | -1
COc1ccc(S(=O)(=O)N2Cc3ccccc3CC2C(=O)Nc2ccc3c(c2)OCO3)cc1 (stereo not given) | 17 | -11 | -0.7 | -2 | i | -9 | 4 | 3 | 0
CCSc1nnc([C@@H](NC(=O)OC(C)(C)C)C(C)C)o1 | -5 | -9 | 0.1 | -2 | i | 3 | 0 | 2 | -1
O=C(Cc1cccc(F)c1)N1CCCC(CO)(Cc2ccc(F)cc2F)C1 (stereo not given) | 8 | 3 | 0.2 | -3 | i | 2 | -3 | 1 | 3
CC(C)C(=O)N1CCCC1(C)C(=O)NCc1ccc(Cl)cc1 (stereo not given) | -4 | 4 | -0.1 | -3 | i | -1 | -8 | -5 | -2
S=C(Nc1ccccc1Cl)N(CCN1CCCCC1)Cc1ccco1 | -2 | -54 | -0.2 | 6 | i | 3 | -6 | 4 | -1
Cc1ccc(N2CCN(/N=C/c3cccs3)CC2)cc1 | 2 | 18 | 0.1 | -2 | i | -3 | 6 | -6 | -2
COc1ccc(N=C2S/C(=C\c3ccc(OC(C)C(=O)O)c(OC)c3)C(=O)N2CCc2c[nH]c3ccccc23)cc1 (stereo not given) | 25 | -7 | -0.4 | -4 | i | -3 | -10 | -12 | 2
O=[N+]([O-])c1ccccc1S(=O)(=O)Nc1ccc(-c2ccc(N3CCCC3)nn2)cc1 | 4 | 19 | 5.0* | -3 | i | -1 | 4 | -5 | 1

# Part of the list above, with two lines to a compound:
# Below each compound – FAS-TE inh | PABP1 MLLE inh | MsrA inh | MsrA act | Rpn11 inh | MT1-MMP act inh | E coli Lon inh | CSN inh | Rin1 Abl inh
Cc1cc(C(=O)N/N=C/c2cccc(OC(=O)c3ccco3)c2)n[nH]1
  0 | 7 | -0.1 | -5 | i | -5 | -12 | 4 | -2
N#C/C(=N/Nc1ccccc1[N+](=O)[O-])C(N)=S
  0 | 34 | 2.5 | -5 | i | 13 | -8 | 1 | -3
Cc1ccc(C)c(N(C(=O)c2csnn2)C(C(=O)NC2CCCCC2)c2cccnc2)c1 (stereo not given)
  -3 | 3 | -0.8 | 1 | i | -3 | -5 | 3 | 2
COc1ccc2c(CC(=O)Nc3nnc(C4CC4)s3)coc2c1
  -9 | -23 | -0.3 | -6 | i | -3 | -9 | 4 | 1
CCc1nnc(NC(=O)CSc2nnc(COc3ccccc3C)o2)s1
  -6 | -36 | 1.6 | -3 | i | -3 | 3 | -2 | 5
CCOc1ccc(S(=O)(=O)NCC(=O)NC2CCCCC2)cc1
  -6 | -5 | -1.2 | 1 | i | -4 | 9 | -1 | 1
COc1ccc(C)cc1NC(=S)N1CCN(c2ncccn2)CC1
  0 | -65 | -1.2 | -7 | i | 3 | 8 | 1 | -1

# (further entries)
structure | FAS-TE inh | PABP1 MLLE inh | MsrA inh | MsrA act | Rpn11 inh | MT1-MMP act inh | E coli Lon inh | CSN inh | Rin1 Abl inh
Cc1nn(-c2ccccc2)c2c1/C(=N/O)CC(C)(C)C2 | -7 | 4 | 0.5 | -11 | i | -8 | -2 | -2 | 4
Cc1noc(C)c1S(=O)(=O)Nc1cccc(C(F)(F)F)c1 | -3 | 0 | -0.6 | -3 | i | 2 | -8 | -1 | -3
CC(=Nc1ccccc1)C1=C(O)C(CC(C)C)NC1=O (stereo not given) | -5 | -9 | 2.4 | -11 | i | 3 | -2 | -2 | 2
Cc1[nH]n(C(N)=S)c(=O)c1C(c1ccccc1)C(C#N)C#N (stereo not given) | -3 | 4 | 0.8 | -3 | i | -1 | -1 | -1 | -2
O=C(c1ccco1)N(Cc1cccc(Br)c1)C1CCS(=O)(=O)C1 (stereo not given) | 0 | -12 | -0.8 | 3 | i | -1 | 9 | 1 | -2
O=C(Nc1ccc(F)cc1)c1oc2ccccc2c1NC(=O)C1CC1 | 14 | -5 | -0.9 | -3 | i | -4 | -2 | -1 | 2
COc1ccc(CCc2nc(C)ccc2O)cc1 | -15&-7 | 3&2 | 0.2&0.6 | -5&-2 | i | 2&4 | 4&8 | 5&-10 | -1&-1
O=C(NCCC1CCCCN1S(=O)(=O)c1ccccc1)C(=O)NCc1cccnc1 (stereo not given) | -7 | 7 | -1.2 | 0 | i | -4 | -1 | -10 | 0
COc1ccc([N+](=O)[O-])cc1NC(=O)C1CCCNC1=O (stereo not given) | 0 | -1 | 1.4 | -7 | i | -7 | -6 | -1 | 1
CCCN(Cc1nc(-c2ccc(Cl)cc2)no1)CC1CCCO1 (stereo not given) | 14 | 1 | -0.7 | 0 | i | -4 | -6 | -3 | -3
CNc1nc(-c2ccccc2)cc(C(F)(F)F)c1C#N | -3 | 8 | 0.3 | -4 | i | 2 | -11 | -2 | 0
O=C(c1ccc(Cl)cc1)C1CCN(C(=S)Nc2ccccc2)CC1 | 14 | -100 | 0.0 | -6 | i | 6 | 3 | -1 | -1
O=C(O)c1ccccc1NCc1cccnc1 | -1 | 12 | -0.6 | -2 | i | 1 | -9 | 0 | 1
CC1CN(S(=O)(=O)c2ccc(NC(=O)CCCN3C(=O)c4ccccc4C3=O)cc2)CC(C)O1 (stereo not given) | -2 | 6 | nt | 5 | i | 1 | 1 | 2 | -2
Cc1ccc(NC(=O)C2CCCC2)c(Br)c1 | -3 | 11 | 0.1 | -5 | i | 3 | 6 | 1 | 1
COc1ccccc1CN(C)C(=O)C1COc2ccccc2O1 (stereo not given) | -3 | -8 | -0.8 | 1 | i | 0 | -1 | -5 | -4
COc1ccc([C@@H]2CC=C(C(=O)O)[C@H](c3ccc(Br)cc3)N2S(=O)(=O)c2ccccc2C)cc1 | -1 | -7 | -1.3 | -2 | i | -3 | -6 | 6 | 2
CCOC(=O)N1CCN(C(c2ccccc2)c2sc3nc(C)nn3c2O)CC1 (stereo not given) | -7 | 8 | 0.9 | -1 | i | -5 | -7 | -2 | -1
COCCNC(=O)CCCn1c(=O)c2cc(OC)c(OC)cc2n(CC(=O)NCCC2=CCCCC2)c1=O | -4 | 4 | 0.4 | -2 | i | 2 | 2 | -1 | 0
CCc1ccc(CNC(=O)C2CCC(=O)N(CCc3ccc(Cl)cc3)C2)nc1 (stereo not given) | 1 | 10 | 1.2 | -3 | i | 1 | -3 | 2 | 1
Cc1ccc(-c2nnc(NC3CCCCC3)c3ccccc23)cc1S(=O)(=O)N1CCN(C)CC1 | 6 | 20 | 0.2 | -2 | i | 2 | -8 | 2 | 1
CC(OC(=O)C12CC3CC(CC(O)(C3)C1)C2)C(N)=O (stereo not given) | -3 | 4 | 1.6 | 0 | i | 2 | 0 | -1 | 3
CC(C(=O)NCC1CCCO1)c1ccc([N+](=O)[O-])cc1 (stereo not given) | -10 | -18 | -0.7 | -16 | i | 1 | -1 | -3 | 7
COCCn1cnc2c1c(=O)n(Cc1c(F)cccc1Cl)c(=O)n2Cc1ccccc1 | 11 | -3 | -0.5 | -3 | i | -4 | -8 | 1 | 1
COC(=O)C1=C(Nc2ccccc2NC(=O)CCCC(=O)O)CSC1 | -1 | 24 | 0.0 | -3 | i | 3 | -4 | -6 | -1
COc1ccc(-c2ccc3c(c2)C2CC3CCN2C(=O)C(C)(C)C)cc1 (stereo not given) | 17 | 8 | 2.3 | 3 | i | -1 | 11 | 2 | -5
CCN(CC(=O)Nc1ccc2c(c1)OCCO2)Cc1cc(=O)n2ccsc2n1 | -4 | -3 | 0.1 | -3 | i | -2 | 0 | -3 | 0
CCNC(=O)CC1SC(=Nc2ccc(C)cc2)N(CC)C1=O (stereo not given) | -4 | 8 | 0.8 | -5 | i | 0 | -1 | -2 | -4
O=C(CO/N=C/c1cccc([N+](=O)[O-])c1)NC1CCCCC1 | 20 | -12 | 0.1 | 2 | i | 1 | -14 | 3 | -2
c1ccc2c(c1)Oc1ccccc1S2 | 15 | 8 | -0.5 | -1 | i | -4 | 13 | 5 | -1
Cc1cc2c(cc(C(=O)N3CCC(C(=O)N4CCCC4)CC3)n2Cc2c(F)cccc2Cl)o1 | 0 | 17 | 0.1 | 0 | i | -2 | 4 | 6 | -1
C=CCNC(=O)c1c(Cl)cnn1-c1ccc(C)cc1 | -5 | -2 | -0.2 | -11 | i | -3 | 3 | -6 | 7
O=C(CSc1nc(-c2ccccc2)c(-c2ccccc2)o1)N1CCOCC1 | 9 | 4 | -0.2 | -13 | i | -6 | 3 | -4 | -1
CCSc1nc2ccccc2c(=O)n1CCc1ccc(OC)c(OC)c1 | 22 | -3 | -0.1 | -4 | i | -9 | -5 | 2 | -1
CC(=O)Nc1cc(Cl)ccc1OS(=O)(=O)c1ccc(C)cc1 | -4 | -6 | -2.2 | -4 | i | 5 | 45* | 1 | -3
O=C(CCCC(=O)OCC(=O)c1cccs1)Nc1ccc(Oc2ccccc2)cc1 | 14 | 7 | -1.7 | -4 | i | 5 | -7 | -1 | -2
Nc1ccccc1OCCOCCOCCOc1ccccc1N | -4 | -8 | 0.5 | 1 | i | -1 | -8 | -5 | 0
CCOC(=O)N1CCC(Nc2c(NCCCN(CC)CC)c(=O)c2=O)CC1 | 0 | 18 | -0.7 | 0 | i | 2 | 2 | 1 | -2
CCn1cc([N+](=O)[O-])c(C(=O)Nc2c(C)nn(Cc3cccc(F)c3)c2C)n1 | -11 | -5 | 0.1 | -4 | i | 0 | 0 | -3 | 1
O=C1NC2(CCCCCC2)C(=O)N1Cc1cccc([N+](=O)[O-])c1 | 6 | -2 | 1.0 | -2 | i | 3 | 1 | -1 | 0

# 3 of the entries above in order of their number in E coli Lon inh, lowest first:
structure	E coli Lon inh
COCCn1cnc2c1c(=O)n(Cc1c(F)cccc1Cl)c(=O)n2Cc1ccccc1	-8
O=C(CSc1nc(-c2ccccc2)c(-c2ccccc2)o1)N1CCOCC1	3
Cc1cc2c(cc(C(=O)N3CCC(C(=O)N4CCCC4)CC3)n2Cc2c(F)cccc2Cl)o1	4
